PKA-R2B activ = activators of PKA-R2B holoenzyme, primary screen, biochemical, fluorescence polarization, Cy5-IP20, human; PKA-R2B holoenzyme dissociation; R2B truncated from residue 108, S112A mutant; 0% DMSO only, 100% 113 µM cGMP; activation, % at 11.4 µM; hit rate 0.079% among 340,000; AID 504700, 2011;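 active means activation above a cutoff set at the mean over all compounds plus 3 SD, cut at about 18% in these data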;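 further: higher means more holoenzyme dissociation and a rise in polarization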
Target sequence (P31323 whole entry, looked up, other chains not shown, the tested form may be a part): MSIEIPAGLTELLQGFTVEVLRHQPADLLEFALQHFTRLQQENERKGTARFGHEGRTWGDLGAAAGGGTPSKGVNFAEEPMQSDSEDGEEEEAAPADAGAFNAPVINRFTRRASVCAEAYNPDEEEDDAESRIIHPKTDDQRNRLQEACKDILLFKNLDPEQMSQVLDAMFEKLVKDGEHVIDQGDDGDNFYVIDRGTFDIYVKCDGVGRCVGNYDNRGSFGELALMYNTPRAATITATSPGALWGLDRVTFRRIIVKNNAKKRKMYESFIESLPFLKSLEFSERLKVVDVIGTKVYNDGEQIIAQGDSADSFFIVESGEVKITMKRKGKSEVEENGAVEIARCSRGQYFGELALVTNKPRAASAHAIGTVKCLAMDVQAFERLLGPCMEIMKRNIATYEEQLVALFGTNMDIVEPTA
PfHsp90 yeast 2 = growth inhibition of PfHsp90-expressing yeast, primary screen, antimalarial PfHsp90 inhibitor project, S. cerevisiae, BacTiter-Glo luminescence, single point, set 2. BacTiter-Glo ATP, 48 h; yeast lacking PDR1 and PDR3 efflux regulators. inhibition, % at 9.4 µM. hit rate 0.32% among 310,000;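 active means every replicate shows inhibition above about 80%, whatever the replicate mean, limit read from the data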;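 further: 0% = DMSO neutral controls and 100% = 20 µM radicicol positive controls; yeast relying on Plasmodium falciparum Hsp90 in place of its own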
E coli growth = E. coli V3065 growth inhibition, primary screen, counter-screen for AddAB inhibitor project, absorbance, OD600 | hit rate 0.27% among 330,000 | 18 h | AID 449728, 2010 | inhibition, % at 11.9 µM;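 active means inhibition above the campaign's mean inhibition across all tested compounds plus 3 SD, cut at about 9.9% in these data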;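 further: uninfected addAB+ strain grown without phage in ampicillin broth; 0% = DMSO wells and 100% = ciprofloxacin 0.95 µg/ml wells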
OPRM1-OPRD1 inv = inverse agonists of MOR-DOR heterodimerization, primary screen, cell-based, luminescence. Mu-type opioid receptor (Homo sapiens) + Delta-type opioid receptor (Homo sapiens), …. cell-based MOR-DOR heterodimer luminescence, inverse agonism. inhibition, % at 9.3 µM. hit rate 0.21% among 340,000; in the data active means inhibition above about 22%, passing the limit was not always enough;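 further: 0% = cells with DMSO and 100% = wells without cells with DMSO; values of inactives mirror those of a sister screen read the other way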
Tat export inh = E. coli Tat export inhibitors, primary screen, MC4100, TorA-mCherry reporter, fluorescence, single point; AID 488895, 2010; inhibition, % at 10 µM; hit rate 0.036% among 340,000;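 active means mean replicate inhibition at least 50% and at least half of replicates individually reaching 50%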;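 further: exported cargo escapes ClpAP degradation while cytoplasmic cargo is degraded and loses fluorescence; 0% = median of neutral control wells and 100% = median of NaSCN control wells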
HTR5A inv ctr = HTR5A inverse agonists in luminescence cell assay, primary screen, counter-screen for OPRM1-OPRD1 heterodimer inverse agonist project, full-deck HTS. HTR5A cell line, inverse agonism. hit rate 0.083% among 340,000. inhibition, % at 9.3 µM. AID 504634, 2011; in the data active means inhibition mostly above about 23%, no sharp cut-off; inactive means mostly below about 18%;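 further: 0% = cells with DMSO and 100% = no-cell wells with DMSO; some compounds called inactive have numbers as strong as hits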
Target sequence (P47898 whole entry, looked up): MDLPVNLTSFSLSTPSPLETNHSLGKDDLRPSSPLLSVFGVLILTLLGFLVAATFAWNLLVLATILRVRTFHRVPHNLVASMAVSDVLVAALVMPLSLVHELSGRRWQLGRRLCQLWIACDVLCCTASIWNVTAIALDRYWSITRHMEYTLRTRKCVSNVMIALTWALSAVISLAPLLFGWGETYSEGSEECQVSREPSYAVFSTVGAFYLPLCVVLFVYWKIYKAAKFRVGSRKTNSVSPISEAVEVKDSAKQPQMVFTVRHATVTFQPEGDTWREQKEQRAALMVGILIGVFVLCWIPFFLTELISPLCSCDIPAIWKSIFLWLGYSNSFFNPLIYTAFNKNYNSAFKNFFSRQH
AddAB inh = growth inhibition of E. coli expressing H. pylori AddAB, primary screen, AddAB inhibitor project, absorbance | hit rate 0.29% among 330,000 | inhibition, % at 11.9 µM; in the data active means inhibition above about 12%;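 further: 0% = vehicle wells of infected cells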
SUMO Mot1 rescue = yeast Mot1-301 growth rescue at high temperature, primary screen, SUMOylation pathway inhibitor project, S. cerevisiae, ATP luminescence, 38.5C; S. cerevisiae Mot1-301 growth rescue; percent above DMSO median, 100 means doubled; growth rescue, % at 18.8 µM; hit rate 1% among 320,000;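 active means every valid replicate shows activation above 250% relative to neutral control wells; inactive means the rest, any valid replicate at or below 250%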;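 further: OY570 slx delta 5 strain wells were the positive control but not used for scaling; some compounds called inactive have numbers as strong as hits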
MOR-DOR ag = agonists of OPRM1-OPRD1 heterodimerization, primary screen, cell-based, luminescence; Mu-type opioid receptor (Homo sapiens) + Delta-type opioid receptor (Homo sapiens), …; hit rate 0.3% among 340,000; cells; activation, % at 9.3 µM; AID 504326, 2011; in the data active means activation above about 18%;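 further: 0% = vehicle-treated cells and 100% = reference agonist; values of inactives mirror those of a sister screen read the other way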
phage Ecoli inh = growth loss of phage-infected E. coli, primary screen, RecBCD inhibitor project, absorbance, with phage, HTS; inhibition, % at 11.9 µM; hit rate 0.26% among 360,000; in the data active means inhibition above about 11%
PKA-R1A act = activators of PKA-R1A holoenzyme, primary screen, biochemical, fluorescence polarization, Cy5-IP20, bovine R1A, mouse PKAc. activation, % at 11.4 µM. cAMP-dependent protein kinase type I-alpha regulatory subunit (Bos taurus) + …. PKA-R1A dissociation; scaled: DMSO 0%, 113 µM cGMP 100%. hit rate 0.083% among 340,000;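 active means percent activation above the mean of all tested compounds plus 3 SD, cut at about 19% in these data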;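 further: higher means more PKAc released from R1A so a rise in polarization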
* hit, by the source's call; x = no result given; & = joins results of further samples. No enrichment for hits (roughly 2.2% active in at least one column).

SMILES	PKA-R2B activ	PfHsp90 yeast 2	E coli growth	OPRM1-OPRD1 inv	Tat export inh	HTR5A inv ctr	AddAB inh	SUMO Mot1 rescue	MOR-DOR ag	phage Ecoli inh	PKA-R1A act
Cc1cc(C)c(NC(=O)CNC(=O)c2ccc3c(=O)n4c(nc3c2)CCC4)c(C)c1	-2	2	-3.1	19	0	-21	-0.1	-8	-4.8	2.5	3
O=C(Nc1ccc(Cc2ccncc2)cc1)C1CCC(N2C(=O)C3C4C=CC(C5CC45)C3C2=O)CC1 (centres undefined)	-7	x	-1.0	-1	-15	7	2.9	-10	0.2	0.5	0
CC(C)(C)OC(=O)N1CCC[C@H]1c1nnc(SCc2cccc(Cl)c2)o1	-2	20	-1.5	7	16	-31	5.1	47	-1.3	2.1	4
CC1CCCCC1NC(=O)COC(=O)c1cc(=O)c2ccccc2o1 (centres undefined)	-5	24	-1.0	13	-5	23	-0.5	446	-2.6	3.0	9
Cn1nc(-c2ccccc2)c(N2CCCCC2)cc1=O	9	22	0.6	9	0	-7	0.2	x	-1.7	3.6	-1
O=C(Nc1nnc(C(F)(F)F)s1)C1COc2ccccc2O1 (centres undefined)	-4	-35	2.1	-4	5	0	5.0	-10	0.7	5.4	-13
O=C(CN(Cc1ccccc1)S(=O)(=O)c1ccc(F)cc1)NCc1ccccn1	4	-36	-0.1	18	1	1	4.9	144	-3.4	-2.0	-1
CCOc1[nH]n(-c2ccccc2)c(=O)c1C=Nc1ccccc1	5	x	0.4	-3	-5	7	0.7	1	0.5	4.4	0
CSc1c(SCc2ccccc2)cnn(Cc2ccccc2)c1=O	3	-3	-1.5	2	8	-32	2.3	-1	-0.4	-1.2	5
CCCCN(C(=O)C1CSC2(C)CCC(=O)N12)c1c(N)n(CC(C)C)c(=O)[nH]c1=O (centres undefined)	-10	x	0.2	15	-7	4	2.1	2	-3.9	6.7	-1
O=c1cc(-c2ccccc2)nc(SCc2ccccc2)[nH]1	6	x	0.0	-8	-5	-6	2.6	-3	1.6	3.6	5
C/C(=N\NC(=O)c1nnn(-c2nonc2N)c1-c1cccs1)c1ccncc1	3	1	-2.4	0	-8	5	1.0	1	0.1	0.6	3
O=C1[C@H]2[C@@H](c3ccc(F)cc3)N3C(=O)N(c4ccc(Br)cc4)C(=O)[C@@]3(Cc3ccc(Cl)cc3)[C@H]2C(=O)N1C1CCCCC1	-7	-15	-1.7	-12	-6	-25	2.2	4	2.1	2.1	-2
Cc1ccc(C(=O)C2=C(O)C(=O)N(CC3CCCO3)C2c2ccccc2F)o1 (centres undefined)	-5	0	0.2	6	4	-3	3.5	315	-1.2	3.0	-6
Cc1cc(N/C=C\c2nnnn2-c2ccc(F)cc2)no1	2	30	-1.7	2	2	0	-1.1	4	-0.3	1.5	0
c1ccc(Cn2nnnc2C(c2cccnc2)N2CCN(c3ccccc3)CC2)cc1 (centres undefined)	-6	-87	2.0	-6	6	13	4.8	145	1.0	1.0	-9
Cc1ccc(CCN2CCN=C2Nc2ccccc2)cc1	0	-5	1.7	6	0	-5	3.4	7	-1.1	4.2	-11
CN(C)Cc1c(-c2ccc(Cl)cc2)nc2ccccn12	0	-54	-2.4	8	-15	-3	-1.9	7	-1.6	2.6	-4
COc1ccc(NC(=O)c2cccnc2)c([N+](=O)[O-])c1	7	-11	1.7	5	10	9	1.6	67	-0.9	3.4	-1
Cc1cc(=O)[nH]c(SCCCOc2ccc3c(c2)CCC3)n1	0	-9	2.1	-9	-5	-1	0.5	x	1.7	4.4	1
CCn1cc(CN2CCCC(CNS(=O)(=O)c3ccc(OC)cc3)C2)cn1 (centres undefined)	-7	8	x	-7	-1	-8	x	x	1.8	3.7	-9
CC(C)Nc1ccc(C(CC(N)=O)NC(=O)Cc2ccc(Cl)cc2)cc1[N+](=O)[O-] (centres undefined)	9	5	1.3	18	-3	-10	4.7	0	-3.1	1.1	-7
O=C(CNC1CCCCC1)NCC1(c2ccccc2)CCCC1	2	-17	2.5	6	-1	0	2.6	-6	-1.2	3.2	7
CN(C)c1cc[n+](CC(=O)Nc2cccc([N+](=O)[O-])c2)cc1	-10	-13	-1.5	14	7	1	0.7	-9	-2.9	0.2	-6
Cc1cc(C(=O)CSc2cccc[n+]2[O-])c(C)n1-c1ccc(OC(F)F)cc1	-7	4	0.0	10	-5	-12	2.0	-19	-2.0	-2.0	-7
SMILES	PKA-R2B activ	PfHsp90 yeast 2	E coli growth	OPRM1-OPRD1 inv	Tat export inh	HTR5A inv ctr	AddAB inh	SUMO Mot1 rescue	MOR-DOR ag	phage Ecoli inh	PKA-R1A act
Cc1cc(C)nc(N2CCCC(C(=O)NCCc3ccccc3F)C2)n1 (centres undefined)	-9	8	-3.2	10	-6	7	-1.8	-18	-1.8	2.5	-10
COC(=O)c1cn(C(C)C(=O)NCc2ccco2)c2ccccc12 (centres undefined)	-1	9	-0.5	7	-1	-26	1.9	104	-1.3	0.8	-8
COc1cccc(CN2CCNC(=O)C2CC(=O)NCCc2nc(C)c(C)s2)c1OC (centres undefined)	-5	4	-3.0	2	-4	-22	1.9	8	-0.2	5.3	-9
COc1ccc(NC(=O)c2ccc(S(=O)(=O)N3CCOCC3)cc2)c(OC)c1	-4	x	0.0	-6	5	3	6.3	22	1.4	-0.1	6
CC(C)Cn1c(=O)c2c(nc3n2CCCN3Cc2ccccc2)n(C)c1=O	4	-9	-2.6	5	-3	-7	-2.3	4	-1.1	-0.8	-4
COCCN(C(=O)CN1CCc2ccccc21)c1c(N)n(Cc2ccccc2)c(=O)[nH]c1=O	0	3	0.3	-6	0	-3	0.6	-5	1.4	0.8	8
CCOC(=O)c1nnc2c(Br)c(-c3ccccc3)nn2c1C	-9	x	-1.1	22	1	2	2.3	-26	-3.7	2.5	0
O=c1oc2cc(Oc3ccc(C(F)(F)F)cc3[N+](=O)[O-])ccc2c2c1CCC2	-3	-8	2.7	21	3	-13	2.6	4	-4.2	3.3	-11
Cc1ccc(OCCOCCn2ccnc2)c(Br)c1	-9	-9	-0.2	23	-2	-1	-1.9	-17	-4.0	1.9	1
Cn1c(Cc2cccc3ccccc23)nnc1SCC(=O)N1CCN(c2ccccc2)CC1	-5	-12	0.5	0	9	-39	3.2	-25	0.0	0.1	-8
COc1ccccc1CN1CCCC(N2CCN(c3ccc(F)cc3)CC2)C1 (centres undefined)	-9	5	-2.8	9	-4	2	-1.1	-16	-1.8	2.7	-1
CC1=C(C(=O)N2CCCC(N3CCN(c4ccccc4F)CC3)C2)OCCO1 (centres undefined)	8	-16	0.2	3	2	-7	0.8	5	-0.6	3.4	5
O=S(=O)(NCc1ccccc1)c1ccc(Br)c2nsnc12	0	8	-1.6	-8	3	-31	-0.5	3	1.6	1.5	-7
Cc1noc(C)c1COc1ccc(C(=O)OCC(=O)NCc2ccccc2Cl)cc1	-2	-14	0.4	3	-10	8	2.7	-5	-0.7	3.9	5
Cc1cc(C)c2nc(N3CCC(C(=O)N4CCN(c5ncccn5)CC4)CC3)sc2c1	0	-16	-2.4	-16	11	11	-1.9	14	2.5	0.5	-6
Cc1cccc(CNc2ccc(C(CC(N)=O)NC(=O)Cc3cccc4ccccc34)cc2[N+](=O)[O-])c1 (centres undefined)	4	-1	-1.1	7	4	15	5.0	16	-1.3	1.3	-1
CC[C@@]12C(=O)N(c3cccc(Br)c3)C(=O)N1[C@H](c1cccc(C)c1)[C@@H]1C(=O)N(Cc3ccccc3)C(=O)[C@@H]12	-5	13	-0.1	18	8	4	4.1	-11	-3.2	4.2	-5
CSc1nnc(C(C)(C)C)c(=O)n1/N=C/c1ccccc1O	5	-10	0.4	-13	-9	-17	0.0	12	2.4	1.5	6
C/C(=N\NC(=O)C1CCCC1)c1ccc(C(C)C)cc1	4	-19	0.9	-4	8	-8	1.7	-6	0.7	0.7	1
Cc1nn(C)c(-c2n[nH]c(=S)n2Cc2ccco2)c1Cl	-2	-10	-2.9	8	-2	14	-0.6	5	-1.5	0.7	-1
CS(=O)(=O)N(CC(=O)NCc1cccnc1)Cc1ccc(Cl)cc1	7	-1	-0.4	8	-5	-3	-0.6	-14	-1.4	2.6	0
Cc1ccccc1NC(=O)c1cc(S(=O)(=O)N2CCOCC2)ccc1F	-5	0	0.7	-21	11	-2	4.6	-22	3.8	-1.4	-8
COc1ccc(-c2noc(CNC(=O)c3ccc4c(c3)OCO4)n2)cc1OC	-5	33	-0.9	18	-5	3	3.3	-11	-3.4	-0.6	13
CS(=O)(=O)c1ccc(Cl)c(NC(=O)C2CCN(S(=O)(=O)c3cccs3)CC2)c1	-1	0	2.5	20	1	7	0.3	-12	-5.1	3.4	1
COc1ccc(C(=O)NCCNc2nc3cc(C)c(C)cc3cc2C)cc1	3	2	-2.3	-9	-8	-15	-0.6	7	1.7	-1.3	-2
SMILES	PKA-R2B activ	PfHsp90 yeast 2	E coli growth	OPRM1-OPRD1 inv	Tat export inh	HTR5A inv ctr	AddAB inh	SUMO Mot1 rescue	MOR-DOR ag	phage Ecoli inh	PKA-R1A act
O=C(c1ccc(Cl)cc1)N1CCC(=O)N(C(CO)Cc2ccccc2)CC1 (centres undefined)	-1	6	-0.7	3	6	-29	3.3	205	-0.6	1.7	2
Cc1ccc(S(=O)(=O)NCCCC(=O)C=[N+]=[N-])cc1	0	-5	-1.5	11	4	29	-0.8	-17	-1.9	3.2	5
COc1ccc(CN(CCC(c2ccc(F)cc2)C2CCOC(C)(C)C2)C(=O)c2ccco2)cc1 (centres undefined)	-1	-6	-2.0	-23	16&15	-9	-1.6	-7	4.6	1.1	-13
COC(=O)C(Cc1ccccc1)NC(=O)CNS(=O)(=O)c1ccc(Br)cc1 (centres undefined)	-1	-9	-1.3	2	-5	-17	1.0	-2	-0.5	3.7	0
CCN1C(=O)c2cccc3c(S(=O)(=O)N4CCC(C)CC4)ccc1c23	-5	x	2.3	-3	3	1	0.4	-3	0.7	-0.3	8
COc1cccc(NC(=O)COC(=O)c2c(F)cccc2F)c1	-2	-15	-0.1	8	-1	-1	0.2	x	-1.6	4.8	-6
COc1cc(CNCCCN2CCOCC2)ccc1OCC(=O)Nc1cccc(C(F)(F)F)c1	9	16	-2.1	-4	-5	-20	0.2	-7	0.8	1.9	2
Cc1cccc(NC(=O)CCN2C(=O)C3C4CCC(C4)C3C2=O)c1C (centres undefined)	-7	-37	-1.2	5	-5	-1	-0.5	-7	-0.8	0.8	7

High-throughput results as filed in PubChem BioAssay.
